mcGAS lum: blocks mouse cGAS activity | recombinant cGAS, Kinase-Glo ATP depletion luminescence | 160,000 compounds, 0.15% hits | inhibition, % at 12.5 µM | AID 1259399 | Q8C6L5;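 also: 0% = negative control wells and 100% = reference inhibitor with no enzyme activity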
NPYLR7 agonist: activates Aedes aegypti NPYLR7 receptor; HEK293T NPYLR7/Galpha15, GCaMP6s calcium fluorescence; activation, % at 10 µM; 270,000 compounds, 0.15% hits; AID 1259423; in the data active = activation above about 40%;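 also: 0% = vehicle and 100% = reference agonist at the receptor; some compounds past the cut are filed as inactive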
hcGAS lum: human cGAS inhibition. inhibition, % at 12.5 µM. recombinant h-cGAS, ATP depletion, Kinase-Glo luminescence. 290,000 compounds, 0.081% hits. Q8N884;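 also: 0% = vehicle reaction and 100% = reaction without DNA for no activity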
Target sequence (Q8N884 whole entry, looked up): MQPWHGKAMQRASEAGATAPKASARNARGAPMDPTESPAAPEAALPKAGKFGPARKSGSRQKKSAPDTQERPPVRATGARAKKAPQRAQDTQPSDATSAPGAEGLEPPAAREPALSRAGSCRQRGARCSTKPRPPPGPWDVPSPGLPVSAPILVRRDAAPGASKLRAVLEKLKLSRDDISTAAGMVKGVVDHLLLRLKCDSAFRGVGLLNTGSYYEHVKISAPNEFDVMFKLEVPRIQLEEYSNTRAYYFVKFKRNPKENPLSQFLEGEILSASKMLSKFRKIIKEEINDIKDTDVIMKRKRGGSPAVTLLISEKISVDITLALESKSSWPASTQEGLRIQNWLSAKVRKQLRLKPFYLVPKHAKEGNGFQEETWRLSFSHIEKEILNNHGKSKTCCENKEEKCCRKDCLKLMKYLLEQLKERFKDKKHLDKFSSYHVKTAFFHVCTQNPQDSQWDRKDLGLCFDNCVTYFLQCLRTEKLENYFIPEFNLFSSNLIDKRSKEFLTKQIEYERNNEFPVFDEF
* hit, by the source's call; x = not tested or not shown; & = joins results of further samples. Rule as the data show it, unless noted: active = inhibition above about 40%; inactive = the rest.

#1 CCOC(=O)C1(CCc2ccccc2)CCNCC1
#2 CCOC(=O)[C@@H]1CCCC[C@@H]1NC(=O)c1ccc(-n2nc(-c3ccc(Cl)cc3)cc2N)cc1
#3 CC(C)(C)c1ccc(C=NNC(=O)Cn2nnc3ccccc32)cc1
#4 CCc1ccccc1NC(=O)NCCNc1cc(-n2nc(C)cc2C)nc(C)n1
#5 Cc1nn(CC(=O)Nc2c(C)n(C)n(-c3ccccc3)c2=O)c(C)c1[N+](=O)[O-]
#6 CN1CCC(N2CCCC(NC(=O)c3cc(-c4ccccc4)nn3-c3ccccc3)C2)CC1 (stereo not given)
#7 CC(C)(C)c1ccc(S(=O)(=O)NC(=O)C2(C)CCN2C(=O)Cc2ccc(-c3ccccc3)cc2)cc1 (stereo not given)
#8 COc1ccc(C(=O)NCCCNC(=O)[C@H]2CCCN2C(=O)c2ccc([N+](=O)[O-])cc2)cc1
#9 N#Cc1cc(S(N)(=O)=O)ccc1NC1CCc2ccc(F)cc21 (stereo not given)
#10 COc1cc(C)ccc1Oc1cc(C)nc(SCc2ccc(C(C)(C)C)cc2)n1
screen / no.	1	2	3	4	5	6	7	8	9	10
mcGAS lum	x	-4	-6	-5	-4	-10	x	-11	x	-1
NPYLR7 agonist	6	9	-6	-4	-1	14	1	24	-16	9
hcGAS lum	-4	-6	-6	-5	-2	-8	-4	-11	0	1

#11 Cc1ccc(C(=O)n2c(C)c(C)c(C)c(C#N)c2=O)cc1
#12 COc1ccccc1NC(=O)NCCN(C)c1ccccc1
#13 CC(=O)Nc1cccc(NC(=O)CSc2nc(=O)n3ccccc3n2)c1
#14 Clc1ccc(Cn2ccnc2CNCC2CCCO2)cc1Cl (stereo not given)
#15 Cc1noc(C)c1S(=O)(=O)N(C)CC(=O)NC1CCCC1
#16 CC1CCCN(CC(=O)N(CC2CCCO2)C2CCS(=O)(=O)C2)C1 (stereo not given)
#17 COc1ccc(C(=O)Nc2nnc(SCc3cccc(OC(F)(F)F)c3)s2)cc1
#18 O=C(Nc1ccc(N2CCN(C(=O)c3cccs3)CC2)cc1)c1ccc(F)cc1
#19 COCC(=O)Nc1ccc(-c2c(-c3ccccc3F)nn(-c3ccc(F)cc3)c2OC(C)=O)cc1
#20 CCN(CC)C(=O)Oc1ccc2c(ccn2Cc2cc(F)c(F)cc2F)c1-c1ccc(F)c(Cl)c1
screen / no.	11	12	13	14	15	16	17	18	19	20
mcGAS lum	x	x	-7	-5	x	x	-3	-5	2	-4
NPYLR7 agonist	13	-5	-3	-2	10	-5	6	-5	-1	11
hcGAS lum	-1	-8	-8	-5	-6	-5	-2	-7	6	2

Entries by screen from above.
Nos. 13–19 in mcGAS lum, in turn: -7, -5, x, x, -3, -5, 2
Nos. 13–19 in NPYLR7 agonist, in turn: -3, -2, 10, -5, 6, -5, -1

Quoted from the listing.
#11 in NPYLR7 agonist: 13
#14 in mcGAS lum: -5
#13 in NPYLR7 agonist: -3

Next records follow:
#21 CCOC(=O)C(c1cccc(OC)c1)C1C=CC(NC(=O)c2ccccc2SC(F)F)C1 (stereo not given)
#22 CC(C)(O)[C@@H]1CCC[N+]2(C)CCCC[C@H]12 (stereo not given in full)
#23 S=c1sc2ccc(Cl)cc2n1CN1CCN(c2ncccn2)CC1
#24 COc1ccc(C2CCCCCN2C(=O)C2CCN(C(=O)OC(C)(C)C)CC2)cc1 (stereo not given)
#25 Cc1ccc(OCc2cc(C(=O)NCc3nc4ccccc4s3)no2)cc1C
#26 O=C(NCc1ccc2c(c1)OCO2)c1ccc(CSc2nnc(-c3ccco3)n2-c2ccc(F)cc2)cc1
#27 CCOC(=NC1CC1)NC(=O)c1ccccc1C
#28 COCCN(C)C[C@H]1C[C@@H](CO)CN(C(=O)c2snnc2C)C1
#29 COCCN(Cc1cc(NC(=O)NC(C)(C)C)ccc1N(C)C)C(=O)c1cccs1
#30 CCNc1ccnc(N2Cc3cnc(-c4ccccc4)nc3C2)n1
screen / no.	21	22	23	24	25	26	27	28	29	30
mcGAS lum	-6	-6	x	-16	-5	-5	0	-6	-8	-9
NPYLR7 agonist	2	6	3	15	-5	6	-10	x	3	2
hcGAS lum	-5	-4	-4	-11	-8	-10	-1	-8	-2	-1

#31 CCOC(=O)CNC(=O)N1CCN(C(=O)c2cc3ccsc3n2Cc2ccccc2C)CC1C (stereo not given)
#32 CCCc1cnc(C)nc1NC1CC(=O)N(Cc2ccccc2Cl)C1 (stereo not given)
#33 Cc1ccc(NC2SC(=O)N(CCN3C(=O)c4ccccc4C3=O)C2=O)cc1 (stereo not given)
#34 CN1CCN2C[C@@H](NC(=O)Cc3nc4ccc(Cl)cc4[nH]3)C[C@H]2C1
#35 O=C(c1ccc(N2CCC(NCC3CCCN(c4ncccn4)C3)CC2)cc1)N1CCOCC1 (stereo not given)
#36 Cc1ccc(Cn2cnc3c(nnn3Cc3ccc(F)cc3)c2=O)cc1
#37 CCC(C)CNC(=O)c1ccccc1N1CCC(NC(=O)c2ccc(Br)cc2)CC1 (stereo not given)
#38 CCCN1CCC(C(=O)NC(c2ccc(Cl)cc2)c2ccsc2)CC1 (stereo not given)
#39 Cc1cc(NC(=O)C(C)Oc2ccccc2)n(-c2ncnc3c2cnn3-c2cccc(C)c2C)n1 (stereo not given)
#40 COc1ccc(C(=O)N(Cc2cccnc2)c2nc3ccc(Br)cc3s2)cc1OC
screen / no.	31	32	33	34	35	36	37	38	39	40
mcGAS lum	-8	x	-1	x	-10	x	-4	-4	-2	-8
NPYLR7 agonist	x	10	-1	-1	-1	8	18	4	5	-7
hcGAS lum	-9	-6	2	-2	-3	-3	-7	-7	-4	-5

#41 O=c1[nH]c(SC2CCCC2)nc2c1cnn2Cc1ccc(F)cc1
#42 O=C(c1coc(CN2CCN(c3ncccn3)CC2)n1)N1CCN(c2ccccc2)C(=O)C1
#43 O=C(c1ccc(OC(F)F)cc1)N1CCOC(COc2ccc3c(c2)CCCC3)C1 (stereo not given)
#44 Cc1c(Br)c([N+](=O)[O-])nn1CC(=O)Nc1sc2c(c1C#N)CCC(C)C2 (stereo not given)
#45 CN(c1ccccc1)S(=O)(=O)c1ccc(Br)s1
#46 c1ccc(CN2CCN(c3nc(CN4CCOCC4)nc4scc(-c5cccs5)c34)CC2)nc1
#47 COCC(=O)Nc1ccc(N(C)C)c(CN(Cc2ccco2)C(=O)C2CC2)c1
#48 O=C(Cn1cnc2c(nnn2Cc2ccc(F)cc2)c1=O)N1CCCC1
#49 O[C@@]12C[C@@H]([C@H]3CO[C@@H]1O3)N1CCSC1=N2
#50 COc1cc(C(=O)N(C)C)ccc1NC(=O)Cc1ccccc1C
screen / no.	41	42	43	44	45	46	47	48	49	50
mcGAS lum	x	-2	-4	x	x	-5	-4	x	x	x
NPYLR7 agonist	-2	5	12	-1	-1	7	26	7	-2	1&1
hcGAS lum	-8	1	-10	-9	-4	0	-7	5	-4	-4&-1

#51 COC(=O)c1cscc1NC(C)=O
#52 COc1ccc(/C=C2\SC(=S)N(CC(=O)NNC(=O)c3cccnc3)C2=O)cc1
#53 N#CCCCOc1cccnc1NC(=O)c1cccc(Cl)c1
#54 COc1ccc(-n2ccnc2C2CCOC2)cn1 (stereo not given)
#55 CC(C)S(=O)(=O)N1CC(CN(C)C)C2(CCOCC2)C1 (stereo not given)
#56 COc1ccc(CN2CCN(Cn3nc(-c4ccncc4)n(C)c3=S)CC2)cc1OC
#57 Cc1nc(SCc2ccc(C(=O)NCc3ccco3)cc2)nc(N(C)C)c1C
#58 O=C(Nc1ccc(Cl)cc1)c1c(O)c2ccccc2[nH]c1=O
#59 CN1CCN(C(=O)CN2C(=O)CSC2c2cccs2)CC1 (stereo not given)
#60 Cc1ccc(C)c(N(C)C(=O)c2ccc(NC(=O)C3CC3C)cc2)c1 (stereo not given)
screen / no.	51	52	53	54	55	56	57	58	59	60
mcGAS lum	x	2	x	x	-6	-6	-4	-9	-6	x
NPYLR7 agonist	6	-4	12	10	x	2	29	4	0	6
hcGAS lum	-5	6	-5	-8	-9	-8	-8	5	-1	-16

By substructure, the compounds so far containing bromine (four)
#37 CCC(C)CNC(=O)c1ccccc1N1CCC(NC(=O)c2ccc(Br)cc2)CC1 (stereo not given)
#40 COc1ccc(C(=O)N(Cc2cccnc2)c2nc3ccc(Br)cc3s2)cc1OC
#44 Cc1c(Br)c([N+](=O)[O-])nn1CC(=O)Nc1sc2c(c1C#N)CCC(C)C2 (stereo not given)
#45 CN(c1ccccc1)S(=O)(=O)c1ccc(Br)s1
screen / no.	37	40	44	45
mcGAS lum	-4	-8	x	x
NPYLR7 agonist	18	-7	-1	-1
hcGAS lum	-7	-5	-9	-4

Carrying on:
#61 Cc1ccc(C)c(-n2[nH]c(-c3ccccc3)c(-c3ccc(N)cc3)c2=O)c1
#62 Cc1cc(C(=O)NNC(=O)CSc2ncnc3sc(C)c(C)c23)c(C)o1
#63 O=C1OC(c2ccc(Cl)cc2)=N/C1=C\N1CCOCC1
#64 COCc1nc(C)c(CNC(=O)c2scc3c2CCCC3)s1
#65 N#Cc1ccccc1CN(Cc1ccco1)Cc1ccco1
#66 CC(c1ccc(F)cc1)N(C)C(=O)c1ccc(=O)[nH]n1 (stereo not given)
#67 O=C1OCCN1c1ccccc1NS(=O)(=O)c1ccc(F)cc1F
#68 Cc1cccc(Cc2nc3c(c(N4CCOCC4)n2)CN(C(=O)c2cccc([N+](=O)[O-])c2)CC3)c1
#69 COc1cccc(C(=O)CSc2nnc(N)s2)c1
#70 CCCCNC(=O)N1CCN(c2cc(Cl)nc(SCC(=O)N3CCN(c4cccc(Cl)c4)CC3)n2)CC1C (stereo not given)
screen / no.	61	62	63	64	65	66	67	68	69	70
mcGAS lum	x	x	x	x	x	-7	x	-6	x	-5
NPYLR7 agonist	23	-5	-2	6	5	10	-2	-1	11	14
hcGAS lum	-2	-9	-5	-4	-7	-12	-3	-11	-1	-4

#71 Cc1[nH]ncc1CNC(C)c1ccc(N2CCN(C)CC2)cc1 (stereo not given)
#72 O=C(COc1ccccc1)N1CC[C@H]2CC(=O)N(c3ccccc3)CC[C@H]2C1
#73 Cc1ccc(CC(=O)C(C#N)C(=O)Nc2c(C)cccc2C)cc1 (stereo not given)
#74 CCC(C)c1ccc(C(NC(=O)Cn2c(=O)c3c(ncn3C)n(C)c2=O)C(C)C)cc1 (stereo not given)
#75 Cn1ccc(NC(=O)c2cc3c(s2)CCC(C(C)(C)C)C3)n1 (stereo not given)
#76 CCOC(=O)c1cc(-c2ccc(CC)cc2)n(-c2ccc(C(=O)NCc3ccc(C(F)(F)F)cc3)cc2)n1
#77 Cc1ccc(CSc2nc(CC(=O)NC(C)C)cs2)cc1
#78 CC(C)(C)NC(=O)COc1cc(N2CCOCC2)c2ccccc2c1Cl
#79 CCCNC(=O)N(CCC)Cc1cc(-c2ccc(OC)cc2OC)on1
#80 COC(=O)c1ccc(CSc2n[nH]c(C(C)C)n2)o1
screen / no.	71	72	73	74	75	76	77	78	79	80
mcGAS lum	x	-8	-16	-14	x	-6	-6	x	0	x
NPYLR7 agonist	2	-10	17	-2	1	3	x	-16	x	3
hcGAS lum	-7	-4	-4	-1	-4	-3	-4	3	-4	-6

Among those listed so far, these contain a CF3 group:
#17 COc1ccc(C(=O)Nc2nnc(SCc3cccc(OC(F)(F)F)c3)s2)cc1
#76 CCOC(=O)c1cc(-c2ccc(CC)cc2)n(-c2ccc(C(=O)NCc3ccc(C(F)(F)F)cc3)cc2)n1
screen / no.	17	76
mcGAS lum	-3	-6
NPYLR7 agonist	6	3
hcGAS lum	-2	-3

More structures.
#81 CCCCN(Cc1cccn1Cc1cccc(C)c1)C(=O)CN(CCOC)C(=O)c1cc(OC)cc(OC)c1
#82 O=C(c1ccc(-c2cccc(CN3CCOCC3)c2)o1)N1CCCCC1
#83 COc1ccc(OC)c(N2CCN(C(=O)c3ccc([N+](=O)[O-])cc3)C(C)C2=O)c1 (stereo not given)
#84 CC(C)c1nc(CN(C)Cc2cncn2C)cs1
#85 CCc1cc2c(=O)n(Cc3ccco3)c(SCC#N)nc2s1
#86 Cc1cc2ccccn2c1C(=S)N=P(C1CCCCC1)(N1CCOCC1)N1CCOCC1
#87 N=c1oc2c([N+](=O)[O-])cc(Cl)cc2cc1-c1ccccn1
#88 COc1ccccc1CNC(=O)c1nnn(Cc2ccc(F)cc2)c1N
screen / no.	81	82	83	84	85	86	87	88
mcGAS lum	1	x	x	-22	x	x	-6	-6
NPYLR7 agonist	-9	1	5	3	3	-5	5	0
hcGAS lum	4	-3	-8	-5	-12	-4	-5	-6

High-throughput results (PubChem)
